# HCMV antiviral – blocks human cytomegalovirus replication | activity change, negative = inhibition, % at 57.5 µM | HFF cells, HCMV-luciferase reporter, 72 h; hits give low values | 410,000 compounds, 4.5% hits; in the data active means activity change below about -60%; inconclusive means no clear call, values can overlap the other calls; inactive means above about -39%
#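 After 16 h attachment at 37C, HFF cells received test compound and HCMV-luciferase (1 PFU/cell); reporter luminescence read 72 h later, data normalized against buffer-only and known inhibitor Salinomycin.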
# Giardia FBPA inh – inhibitors of Giardia lamblia fructose-1,6-bisphosphate aldolase | A8B2U2 | purified Giardia FBPA | Potency, µM (highest dose often 59.6 µM), without a hit: at the top dose activity, negative = inhibition, hits mostly inhibitors | 290,000 compounds, 0.71% hits | AID 2451; further: potency means the concentration at half of the fitted maximal effect; nearly all actives have a fitted effect of over 55% in size
# Target sequence (A8B2U2 whole entry, looked up): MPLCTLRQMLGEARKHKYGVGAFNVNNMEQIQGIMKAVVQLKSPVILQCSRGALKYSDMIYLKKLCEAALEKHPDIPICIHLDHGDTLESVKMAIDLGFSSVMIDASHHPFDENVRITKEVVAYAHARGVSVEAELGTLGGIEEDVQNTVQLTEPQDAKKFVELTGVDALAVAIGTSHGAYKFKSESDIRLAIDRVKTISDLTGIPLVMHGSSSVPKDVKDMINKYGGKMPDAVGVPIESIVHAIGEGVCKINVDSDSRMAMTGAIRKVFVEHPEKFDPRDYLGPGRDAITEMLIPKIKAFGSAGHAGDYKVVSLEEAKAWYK
#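 Giardia FBPA (40 nM reagent) was preincubated 10 min at RT with compound (up to 57.5 uM final), then substrate plus GAPDH/TPI/NAD/arsenate coupling system with diaphorase/resazurin was added; resorufin fluorescence (525/598 nm) was read after 20 min.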
# HCV inhibitor – blocks hepatitis C virus; Potency, µM (doses to about 41.8 µM), for inactives: at the highest dose activity change, negative = inhibition, actives largely listed as inhibitors; 340,000 compounds, 3.4% hits; AID 651820; Huh7.5.1 HCVcc-Cre infection, luciferase reporter, 44 h; further: potency means the concentration at half of the fitted maximal effect
#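 Whole-lifecycle infectious HCVcc-Cre system; cells 1,000/well, compound then virus (~0.5 moi) added 4 h after plating, 44 h culture. Luciferase read 15 sec following 15 min substrate incubation, room temp.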
# Sm TGR block – S. mansoni TGR enzyme inhibition | Potency, µM (doses to about 114 µM), inactives show at the highest dose activity change, negative = inhibition, usual class: inhibitors | purified TGR, DTNB reduction, TNB absorbance 405 nm | 360,000 compounds, 3% hits | Q962Y6; further: potency means the concentration at half of the fitted maximal effect; nearly all actives have a fitted effect of over 60% in size
#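 First, TGR (20 nM dispensed) and NADPH were mixed with compound. Second, a 15 min room-temperature incubation followed. Third, further NADPH and then DTNB were added to start the reaction. Finally, TNB absorbance was monitored kinetically.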
# AMA1 RON2 block – disrupts binding of P. falciparum AMA1 to RON2. AlphaScreen AMA1-biotinylated RON2 peptide binding. Potency, µM (highest dose often 58.2 µM), for the others: at the highest dose activity change, negative = inhibition, most hits filed as inhibitors. 360,000 compounds, 0.2% hits. AID 720542;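 further: potency means the concentration at half of the fitted maximal effect; 0% = vehicle wells and -100% = peptide control; nearly all actives have a fitted effect of over 45% in size; some results filed as inactive show a strong effect at the top dose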
#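 AMA1 (3D7) with his tag at 25 nM final met compounds first, then biotinylated RON2 peptide at 25 nM; detection used donor plus acceptor beads, 10 µg/mL apiece, read by AlphaScreen after 30 min at room temperature.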
# AmpC detergent – AmpC beta-lactamase inhibition with detergent present. AmpC hydrolysis of nitrocefin, absorbance 480 nm, 0.01% Triton. Potency, µM (highest dose often 114 µM), for inactives: at the top dose activity change, negative = inhibition, usual class: inhibitors. P00811. 370,000 compounds, 0.041% hits. AID 485294;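 further: potency means the concentration at half of the fitted maximal effect; 0% = no-compound wells and -100% = no-enzyme wells; nearly all actives have a fitted effect of over 25% in size; some results filed as inactive show a strong effect at the top dose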
# Target sequence (P00811 whole entry, looked up): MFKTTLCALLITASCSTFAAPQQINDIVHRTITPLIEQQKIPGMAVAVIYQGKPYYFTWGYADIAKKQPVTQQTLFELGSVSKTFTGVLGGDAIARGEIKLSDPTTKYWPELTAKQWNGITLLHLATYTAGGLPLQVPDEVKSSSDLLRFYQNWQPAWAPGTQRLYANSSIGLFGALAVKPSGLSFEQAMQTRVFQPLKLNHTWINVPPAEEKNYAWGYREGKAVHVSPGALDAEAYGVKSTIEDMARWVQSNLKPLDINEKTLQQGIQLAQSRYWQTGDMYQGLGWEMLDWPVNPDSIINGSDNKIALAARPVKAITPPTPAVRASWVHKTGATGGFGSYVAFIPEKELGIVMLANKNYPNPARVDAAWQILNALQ
#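 AmpC (5.3 nM in the dispensed reagent) in 20 mM phosphate pH 7.0 with 0.01% (detergent screen) or 0.0001% Triton X-100 was preincubated with compounds for 15 min at room temperature. Nitrocefin was then added from an 800 uM solution, and hydrolysis was followed at 480 nm.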
# The depositor's hits bear a star; ? = inconclusive; / = not tested or not shown; [ ] = dose if it differs, or a comment. Unless noted, the call rests on the fitted dose curve; in most records, active means well fitted curve in the direction sought with a large enough effect; inconclusive means small, poorly fitted or top-dose-only effect, or another doubt; inactive means no such curve, though single readings can be large; an effect the other way counts as inactive or inconclusive. Unless noted, on the % scale 0 is the no-effect control and ±100 the full control effect. Rows are unselected; 9.3% or so of the library scored in one or more.
mol,HCMV antiviral,Giardia FBPA inh,HCV inhibitor,Sm TGR block,AMA1 RON2 block,AmpC detergent
O=C(NC(=S)Nc1ccc(N2CCOCC2)cc1)c1cccc(Cl)c1Cl,41.3,-9.5%,4.2%,-28.4%,23.1%,-8.5%
O=C(/C=C/c1ccc(Cl)cc1Cl)N(Cc1ccc(Cl)cc1)C1CCS(=O)(=O)C1 (configuration not stated),-29.6,-1.0%,6.9%,-0.2%,1.3%,?
CC(C)(C)OC(=O)N1CCC[C@H]1C(=O)N/N=C/c1ccc2nccnc2c1,3.0,6.2%,-3.2%,2.5%,-3.6%,-1.1%
CN(CC(=O)Nc1sc2c(c1C#N)CCCCC2)Cc1nc2ccccc2c(=O)[nH]1,-29.4,-24.0%,?,-0.3%,72.3%[activator],-2.9%
CCn1c(CN2CCN(c3ccc(Cl)cc3)CC2)nc2ccccc21,-11.3,-1.5%,?,-4.5%,6.9%,?
CCc1c(C)c(C#N)c2nc3ccccc3n2c1Cl,/,5.5%,?,11.2µM*,/,-12.7%
O=C(NCc1ccc2c(c1)OCO2)c1nn2cccnc2c1Cl,64.1,19.7%,1.5%,5.5%,4.8%,0.0%
S=C(Nc1cccc(Cl)c1Cl)Nn1cnnc1,4.8,-30.0%,1.1%,-6.4%,11.8%,-4.6%
COc1ccc(-n2c(SCC(=O)N(C)C3CCS(=O)(=O)C3)nc3ccc(O)cc3c2=O)cc1OC (configuration not stated),5.5,/,-5.2%,/,-8.9%,/
CCCc1cc(C(=O)NNC(=S)NCc2ccccc2)cs1,18.3,13.1%,9.7%,13.6%,33.3%[activator],-1.0%
Cc1ccc(CN2CCN(Cc3cnc(N4CCOCC4)s3)CC2CCO)o1 (configuration not stated),-9.8,-0.9%,10.1%,62.9%[activator],-3.9%,7.1%
CN1C(=O)CCC2(C)C1=CCC1C2CCC2(C)C1CCC2(C)O (configuration not stated),23.1,/,5.2%,/,0.1%,/

# 3 compounds from above, sorted by length of the SMILES, lowest first.
mol,HCMV antiviral,Giardia FBPA inh,HCV inhibitor,Sm TGR block,AMA1 RON2 block,AmpC detergent
CCc1c(C)c(C#N)c2nc3ccccc3n2c1Cl,/,5.5%,?,11.2µM*,/,-12.7%
Cc1ccc(CN2CCN(Cc3cnc(N4CCOCC4)s3)CC2CCO)o1 (configuration not stated),-9.8,-0.9%,10.1%,62.9%[activator],-3.9%,7.1%
O=C(/C=C/c1ccc(Cl)cc1Cl)N(Cc1ccc(Cl)cc1)C1CCS(=O)(=O)C1 (configuration not stated),-29.6,-1.0%,6.9%,-0.2%,1.3%,?

# (listing goes on)
mol,HCMV antiviral,Giardia FBPA inh,HCV inhibitor,Sm TGR block,AMA1 RON2 block,AmpC detergent
O=C(CSc1nccn1Cc1ccccc1)NCc1ccccc1Cl,18.8,/,/,1.6%,/,24.7%
Cc1n[nH]c(=O)c2c(NC(=O)CSc3nnc(-c4ccncc4)n3C)oc(C)c12,8.5,/,11.1%,?,24.6%,2.9%
Cc1ccc(N(CC(=O)N2CCc3ccccc32)S(=O)(=O)c2cccs2)cc1,-26.5,-5.7%,?,-1.4%,1.8%,-25.7%
COc1ccc(NC(=O)c2ccc3snnc3c2)cc1OC,-9.2,/,/,-9.5%,/,1.4%
O=C(CNC(=O)C1CCCCC1)Nc1ccccc1Cl,16.6,-1.3%,9.7%,-6.0%,-12.6%,-2.2%
Cn1c(SCc2ccc([N+](=O)[O-])cc2)nnc1-c1ccncc1,?,0.3%,-1.0%,2.1%,-4.0%,-0.9%
CCCc1nnc(SCC(=O)Nc2ccccc2Cl)n1CC1CCCO1 (configuration not stated),-3.2,3.7%,15.0%,-6.9%,0.0%,-1.2%
NC(=O)C1CCN(Cc2cccc(OCc3ccccc3)c2)CC1,-17.0,?,-18.7%,6.5%,0.4%,-14.5%
O=C(CCc1ccccc1)NC(NC(=S)Nc1ccc(Cl)cc1)C(Cl)(Cl)Cl (configuration not stated),-38.6,0.4%,-12.1%,-17.5%,1.7%,?
COc1ccc(C(=O)N/N=C/c2ccc3cccc(O)c3n2)cc1,?,-27.0%,4.7%,15.9%,90.1%[activator],?
CCOC(=O)c1c(NC(=O)c2cc(=O)c3cc(Cl)ccc3o2)sc(C)c1C,8.3,/,/,10.6%,/,16.5%
Cc1ccc(S(=O)(=O)NC(=NC2CCCCC2)c2ccc(Cl)cc2)cc1,/,11.8%,6.9%,-7.5%,-3.4%,0.8%
COC(=O)COc1ccc(C2Nc3c(Cl)ccc(C(=O)O)c3C3C=CCC32)cc1 (configuration not stated),-75.0*,-19.7%,-2.5%,3.55µM*,-4.3%,-10.2%
NC(=O)C1CCN(c2nc(-c3ccccc3N)cs2)CC1,-20.6,/,/,-1.5%,/,?
CC1CCCCC1NC(=O)c1ccc2c(c1)OCCO2 (configuration not stated),36.5,/,-4.2%,1.4%,15.0%,3.5%
O=C(C1CCCCC1)N1CCCc2ccccc21,52.0,5.3%,4.3%,-10.1%,8.6%,0.9%
CCOc1ccc(OCCOc2ccc(/C=C/C(=O)O)cc2OCC)cc1,34.5,-8.5%,?,3.1%,6.7%,-2.4%
COc1c(Cl)cc(Cl)cc1C(=O)Nc1ccc(CN2CCOCC2)cc1,-16.7,8.8%,-16.5%,-6.4%,-2.2%,-5.4%
COc1ccc(Nc2nc(N)nc(CCl)n2)cc1,-97.5*,0.3%,3.98µM*,35.5µM*,44.0%[activator],7.3%
Cn1c(=O)c(=O)n(C)c2cc(N3CCCCC3)c(NS(=O)(=O)c3ccc(Br)cc3)cc21,-11.6,/,-27.4%,-12.3%,-3.4%,-0.6%
COc1ccc(CC(=O)O/N=C(\N)Cc2ccc([N+](=O)[O-])cc2)cc1,-16.1,-6.6%,10.2%,-3.1%,-4.6%,3.5%
O=C(Nc1ccccc1Cl)c1ccccc1Cc1ccccc1,-38.4,0.5%,7.3%,1.5%,15.0%,-12.2%
Cc1ccc(C(=O)Nc2nnc(-c3ccco3)o2)cc1,-12.5,17.6%,-4.3%,-3.6%,24.9%,-1.1%
O=c1oc(C2(O)CCCCC2)cc2ccc(Br)cc12,-7.0,/,-1.7%,-1.3%,5.0%,-4.2%
O=[N+]([O-])c1ccccc1S(=O)(=O)N/C(=N/S(=O)(=O)c1ccccc1)c1ccccc1,5.2,/,-1.2%,/,9.7%,/
CC(=O)C1=C(C)NC(SCC(N)=O)=C(C#N)C1c1cccnc1 (configuration not stated),-21.8,-19.6%,17.9%,-20.5%,0.0%,-10.8%
Fc1ccc(Nc2nnc(C(F)(F)F)s2)cc1Cl,-98.2*,-12.0%,?,7.1%,14.7%,-14.0%
COc1ccc(Cl)cc1NC(=O)CN(C)C(=O)CN1C(=O)NC(C)(c2ccc3ccccc3c2)C1=O (configuration not stated),38.3,/,?,/,1.8%,/
CC(CC(=O)NCc1ccc(F)cc1)c1ccccc1 (configuration not stated),-23.7,-1.5%,17.0%,2.1%,5.6%,2.3%
COc1ccc(/C=C(/C#N)S(=O)(=O)c2ccc(C)cc2)cc1,43.8,-6.1%,15.0%,2.7%,-5.9%,5.7%
COc1ccc(CCNC(=O)CN2CCN(Cc3ccccc3F)C2=O)cc1OC,11.7,3.3%,-17.3%,6.2%,8.0%,7.8%
Cc1ccccc1N(CC(=O)Nc1ccc(S(=O)(=O)N2CCOCC2)cc1)S(C)(=O)=O,-18.0,-0.3%,18.6%,11.4%,-7.7%,9.0%
NC(=O)c1ccsc1NC(=O)CSc1ncnc2sccc12,-14.1,/,-1.2%,/,7.8%,/
C/C(=N\Nc1ccc(S(N)(=O)=O)cc1[N+](=O)[O-])c1ccc2c(c1)OCO2,?,2.9%,?,/,-9.6%,-2.8%
Cc1cc(=O)n2[nH]c(SCc3ccccc3)nc2n1,23.7,-14.0%,2.6%,-7.1%,7.5%,-12.8%
COc1cccc(CN2CCc3[nH]c(=S)[nH]c(=O)c3C2)c1,?,?,12.7%,-8.8%,80.8%[activator],-9.3%
CCOC(=O)COc1ccc2c(c1)C(=O)CC1(CCCCC1)O2,55.3,5.4%,5.8%,4.4%,20.9%,?
COc1ccc(N2CC(NC(=O)c3cccs3)CC2=O)cc1 (configuration not stated),33.9,/,/,5.2%,/,-0.5%
Cc1cc(-c2nnc(SCC(=O)Nc3cccc(C)c3C)n2N)n[nH]1,0.0,/,4.4%,-5.5%,-4.0%,-2.3%
CCCc1cc(C(=O)Nc2cccc(C(C)=O)c2)no1,69.2,-4.7%,-1.7%,5.6%,8.0%,2.9%
CCN1CCN(S(=O)(=O)Cc2ccccc2)CC1,-20.5,1.0%,19.6%,-2.3%,0.0%,?
CCOc1ccc(Br)cc1S(=O)(=O)Nc1ccc(NC(=O)c2ccccc2F)cc1,-6.9,-4.4%,?,4.4%,4.1%,?
CCOC(=O)c1ccc(NS(=O)(=O)c2ccc(SC)cc2)cc1,14.7,-0.1%,?,1.3%,-3.9%,-2.4%
CCCCn1c(N)c(N(CCOC)C(=O)C2CCCN(C(=O)c3ccc(Cl)cc3)C2)c(=O)[nH]c1=O (configuration not stated),-37.7,/,4.0%,-3.2%,13.6%,-14.7%
O=C(CSc1nnc(-c2ccccc2)o1)N1CCCC1,-6.2,6.5%,-18.0%,12.6%,8.8%,0.1%
COc1cc2oc(=O)cc(-c3ccc(-c4ccc(C#N)cc4)cc3)c2c(OC)c1OC,-11.3,-6.3%,-4.0%,/,6.0%,/
Cc1cccn2c(=O)c3cc(C(=O)NC(C)c4ccccc4)c(=N)n(CCCO)c3nc12 (configuration not stated),-15.1,/,/,13.1%,/,10.0%
NCCc1nnc(SCC(=O)c2ccc(Cl)cc2)o1,-4.3,0.1%,-2.7%,-7.5%,23.7%,-5.5%
Cc1ccc(S(=O)(=O)c2nnn3c2nc(N2CCC(C(N)=O)CC2)c2cc(Cl)ccc23)cc1C,5.0,/,/,-7.8%,/,-6.4%
Cc1cccc(N2C(=O)C3C4CC(=O)C(c5ccccc54)C3C2=O)c1C (configuration not stated),46.8,7.4%,7.2%,/,1.9%,2.0%
COCCNc1ccc(-c2nc(-c3ccccn3)no2)cc1[N+](=O)[O-],106.8,/,/,-2.2%,/,6.4%
CCOC(=O)C(C)Sc1nnc(NC(=O)c2ccc(C)c([N+](=O)[O-])c2)s1 (configuration not stated),39.5,?,2.8%,8.3%,6.0%[2.32 µM],-13.5%
CC(C)(C)OC(=O)NCCCC[C@H](NC(=O)c1nc[nH]c1C(=O)N1CCc2ccccc2C1)C(=O)OC(C)(C)C,-26.6,-12.9%,?,-11.7%,108.2%[activator],2.4%
CC(C)CCNC(=O)Cc1csc(-c2ccccc2)n1,66.5,1.3%,-9.7%,4.7%,-0.2%,6.0%
N#CC1(Nc2ccc(C(=O)O)cc2)CCCC1,11.4,/,29.1%,/,-6.4%,/
COCCN(C(=O)COC(=O)c1ccc(-c2ccccc2)cc1)c1c(N)n(Cc2ccccc2)c(=O)[nH]c1=O,-16.8,/,-61.2%,/,1.6%[11.6 µM],/
CCOC(=O)/C(C#N)=C/c1cn(CCC(=O)O)nc1-c1ccc(Cl)cc1,7.7,20.8%,9.6%,4.6%,-1.9%,-0.9%

# High-throughput results: PubChem BioAssay, National Center for Advancing Translational Sciences (NCATS)
